Assay outcomes: PubChem BioAssay, several laboratories
Keap1 Nrf2 FP: Keap1-Nrf2 (human) interaction inhibition; Keap1 Kelch-Nrf2 peptide fluorescence polarization, 1536-well; Q14145; hit rate 0.15% among 340,000; inhibition, % at 9.4 µM; in the data active = inhibition above about 12%; inconclusive = no clear call, values can overlap the other calls; inactive = below about 7.3%;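 note: human Keap1 Kelch domain with fluorescein labeled Nrf2 9mer peptide probe; 0% = neutral control wells and 100% = peptide positive control; higher means more block of Keap1 binding to Nrf2 peptide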
Target sequence (Q14145 whole entry, looked up, the tested form may be a part): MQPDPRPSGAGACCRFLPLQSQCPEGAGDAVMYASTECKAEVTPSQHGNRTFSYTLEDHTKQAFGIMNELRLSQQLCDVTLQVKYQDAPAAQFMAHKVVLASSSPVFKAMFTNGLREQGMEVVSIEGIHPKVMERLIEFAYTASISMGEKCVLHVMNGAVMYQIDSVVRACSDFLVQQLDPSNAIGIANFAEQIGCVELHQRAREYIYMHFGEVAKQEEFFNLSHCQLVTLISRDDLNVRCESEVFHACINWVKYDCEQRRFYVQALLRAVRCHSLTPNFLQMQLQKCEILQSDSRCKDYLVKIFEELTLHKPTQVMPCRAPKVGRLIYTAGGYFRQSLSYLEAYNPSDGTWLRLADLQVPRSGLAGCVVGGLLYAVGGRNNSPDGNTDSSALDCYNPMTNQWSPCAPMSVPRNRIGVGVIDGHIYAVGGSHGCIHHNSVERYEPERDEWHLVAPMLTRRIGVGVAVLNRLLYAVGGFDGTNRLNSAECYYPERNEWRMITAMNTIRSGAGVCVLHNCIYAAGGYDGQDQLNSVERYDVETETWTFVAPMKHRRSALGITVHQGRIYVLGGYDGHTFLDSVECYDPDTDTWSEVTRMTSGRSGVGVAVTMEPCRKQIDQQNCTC
Cardiac RTF inh: cardiac RTF calcium desensitization | IANBD-labeled cardiac RTF, Ca2+ fluorescence | inhibition, % at 7.15 µM | hit rate 0.12% among 340,000;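 active = inhibition above the mean inhibition of all tested compounds plus 3 SD, cut at about 17% in these data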;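 note: assay run at fixed EC70 calcium of 1.6 mM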
cardiac RTF act: cardiac RTF calcium sensitization | activation, % at 7.2 µM | hit rate 0.24% among 340,000 | IANBD-labeled TnC RTF fluorescence at EC20 calcium; 0% EC20 calcium, 100% full calcium | P19429+P45379;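 active = activation above the mean over all tested compounds plus 3 SD, cut at about 30% in these data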;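 note: rise in fluorescence read as greater calcium sensitivity of cardiac thin filaments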
Wnt bcat act: Wnt/beta-catenin pathway activation; hit rate 1.2% among 300,000; Wnt/beta-catenin reporter cell assay, activator, plate reader; AID 743398; activation, % at 9.35 µM; in the data active = activation above about 30%, passing the limit was not always enough; inconclusive = no clear call, values can overlap the other calls;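 note: 0% = neutral control wells and 100% = positive control wells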
DSG3 Ab inh: inhibitors of pemphigus antibody binding to human desmoglein-3; P32926; DSG3-coupled beads, scFv-anti-DSG3-GFP binding, flow cytometry; stronger effect = lower value; binding (percent of control), % at 10 µM; hit rate 0.48% among 310,000;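 active = binding more than 3 SD below its plate's average and above zero; inconclusive = below that plate limit but binding exactly zero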; note: some compounds called inactive have numbers as strong as hits
MOR-DOR inv ag: mu-delta opioid heterodimer inverse agonism. P35372+P41143. inhibition, % at 9.3 µM. hit rate 0.21% among 340,000. cell-based MOR-DOR heterodimer luminescence; in the data active = inhibition above about 22%, passing the limit was not always enough;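 note: 0% = cells with DMSO and 100% = wells without cells with DMSO; values of inactives mirror those of a sister screen read the other way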
LANA DNA inh: blocks KSHV LANA C-terminal domain binding to DNA. MBP-C-LANA/FAM-LBS DNA binding, fluorescence polarization. inhibition, % at 9 µM. hit rate 0.078% among 340,000. AID 504423;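 active = highest replicate inhibition at or above 60% at 9 µM, even if other replicates fall short; inactive = all replicates below 60% inhibition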;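 note: 0% = neutral control wells and 100% = 4 µM acridine orange control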
Arrestin-AP2 inh: blocks beta-arrestin peptide binding to AP2 adaptin | FITC-arrestin peptide / GST-AP2 beads, flow cytometry; AP2 beta2 appendage carries R879A mutation | inhibition, % at 10 µM | hit rate 0.31% among 340,000 | AID 504490;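 active = inhibition above a set limit, near 3 SD of compounds lacking own fluorescence, cut at about 54% in these data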;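 note: plate controls were DMSO wells for no effect and 5 µM unlabelled arrestin peptide for full effect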
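System: GST-AP2 R879A bound to glutathione beads, E. coli-expressed. Also added: 50 nM FITC-arrestin peptide. Schedule: compound with beads 12 min RT, then probe 1 h RT. Signal: bead flow cytometry, FITC channel. Read-out basis: percent response.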
V-ATPase pH: regulators of yeast V-ATPase proton transport | S. cerevisiae, pHLuorin cytosolic pH fluorescence | response, % at 10 µM | hit rate 0.37% among 350,000; in the data active = response mostly above about 7.3%, no sharp cut-off; inactive = mostly below about 5.4%; note: actives read high; inactives centre near 0; some compounds called inactive have numbers as strong as hits; reference of the scale not given here
MOR-DOR ag: OPRM1-OPRD1 heterodimerization agonism | P35372+P41143 | cells, luminescence | activation, % at 9.3 µM | hit rate 0.3% among 340,000; in the data active = activation above about 18%;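 note: 0% = vehicle-treated cells and 100% = reference agonist; values of inactives mirror those of a sister screen read the other way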
* hit, by the source's call.

How did CC(C)[C@H](N)c1cn([C@@H](CC(N)=O)C(=O)N2CCNCC2)nn1 do in these assays?
Keap1 Nrf2 FP: -1; Cardiac RTF inh: -14; cardiac RTF act: 0; Wnt bcat act: 1; DSG3 Ab inh: 102; MOR-DOR inv ag: 2; LANA DNA inh: 0.0; Arrestin-AP2 inh: 1; V-ATPase pH: -5; MOR-DOR ag: -0.4

How did CCOc1ccc(C(CC(=O)O)NC(=O)C23CC4CC(CC(C4)C2)C3)cc1OC (stereo not drawn) do in these assays?
Keap1 Nrf2 FP: -1; Cardiac RTF inh: 0; cardiac RTF act: -5; Wnt bcat act: 0; DSG3 Ab inh: 99; MOR-DOR inv ag: 16; LANA DNA inh: 1.4; Arrestin-AP2 inh: -11; V-ATPase pH: 0; MOR-DOR ag: -3.1

How did CC(NC(=O)c1ccc(OC2CCN(Cc3ccccn3)CC2)cc1)c1nccs1 (stereo not drawn) do in these assays?
Keap1 Nrf2 FP: 1; Cardiac RTF inh: -4; cardiac RTF act: -2; Wnt bcat act: 1; DSG3 Ab inh: 104; MOR-DOR inv ag: -10; LANA DNA inh: 1.2; Arrestin-AP2 inh: 7; V-ATPase pH: 2; MOR-DOR ag: 2.0

Results for Cc1cc(Br)ccc1SCC(=O)OCC(O)=C(C#N)c1nc2ccccc2[nH]1 ?
Keap1 Nrf2 FP: -1; Cardiac RTF inh: -14; cardiac RTF act: 5; Wnt bcat act: -4; DSG3 Ab inh: 117; MOR-DOR inv ag: -19; LANA DNA inh: 3.4; Arrestin-AP2 inh: -12; V-ATPase pH: 0; MOR-DOR ag: 3.6

What do the screens show for `Cc1cc(C)n(CC(O)COc2ccc3ccccc3c2)n1` (stereo not drawn)?
Keap1 Nrf2 FP: -4; Cardiac RTF inh: -1; cardiac RTF act: -3; Wnt bcat act: 11; DSG3 Ab inh: 114; MOR-DOR inv ag: 3; LANA DNA inh: 0.1; Arrestin-AP2 inh: -47; V-ATPase pH: -1; MOR-DOR ag: -0.7

What do the screens show for `Cc1cccc(NC(=O)c2cc(-c3ccc(C)s3)nc3ccccc23)n1`?
Keap1 Nrf2 FP: 0; Cardiac RTF inh: -3; cardiac RTF act: 1; Wnt bcat act: -1; DSG3 Ab inh: 93; MOR-DOR inv ag: -17; LANA DNA inh: -0.4; Arrestin-AP2 inh: 8; V-ATPase pH: -2; MOR-DOR ag: 3.7

How did Cc1ccccc1OCC(=O)OCC(=O)NCC1CCCO1 (stereo not drawn) do in these assays?
Keap1 Nrf2 FP: 2; Cardiac RTF inh: -2; cardiac RTF act: 4; Wnt bcat act: -1; DSG3 Ab inh: 105; MOR-DOR inv ag: 11; LANA DNA inh: 0.5; Arrestin-AP2 inh: -14; V-ATPase pH: 4; MOR-DOR ag: -2.1

What do the screens show for `COCCn1ccc2c(OCC(=O)Nc3cc(OC)ccc3OC)cccc2c1=O`?
Keap1 Nrf2 FP: 0; Cardiac RTF inh: 2; cardiac RTF act: -16; Wnt bcat act: -4; DSG3 Ab inh: 103; MOR-DOR inv ag: 19; LANA DNA inh: -1.4; Arrestin-AP2 inh: 11; V-ATPase pH: 0; MOR-DOR ag: -3.9

Results for Cc1cc(NC(=O)c2ccc([N+](=O)[O-])o2)ccc1NC(=O)c1ccco1 ?
Keap1 Nrf2 FP: 2; Cardiac RTF inh: 1; cardiac RTF act: -8; Wnt bcat act: inconclusive; DSG3 Ab inh: 97; MOR-DOR inv ag: -67; LANA DNA inh: 0.2; Arrestin-AP2 inh: 10; V-ATPase pH: -1; MOR-DOR ag: 9.3

How did CC(C)c1ccc(/C=c2\sc3nc(-c4ccncc4)nn3c2=O)cc1 do in these assays?
Keap1 Nrf2 FP: -2; Cardiac RTF inh: -9; cardiac RTF act: 1; DSG3 Ab inh: 100; MOR-DOR inv ag: 6; LANA DNA inh: -0.6; Arrestin-AP2 inh: 16; V-ATPase pH: -12; MOR-DOR ag: -1.1

What do the screens show for `Cc1ccc(NC(=O)CN2CCC(NC(=O)Cc3ccccc3)CC2)cc1C`?
Keap1 Nrf2 FP: -3; Cardiac RTF inh: -8; cardiac RTF act: 5; Wnt bcat act: -4; DSG3 Ab inh: 98; MOR-DOR inv ag: -10; LANA DNA inh: 1.1; Arrestin-AP2 inh: 5; V-ATPase pH: 1; MOR-DOR ag: 1.6

How did CSc1ncccc1C(=O)NNc1cc(Cl)ccc1Cl do in these assays?
Keap1 Nrf2 FP: 1; Cardiac RTF inh: -6; cardiac RTF act: 0; DSG3 Ab inh: 93; MOR-DOR inv ag: 12; LANA DNA inh: -2.2; Arrestin-AP2 inh: -12; V-ATPase pH: 0; MOR-DOR ag: -2.8

How did COc1ccc(CCNC(=O)c2sc(=S)n(C)c2N)cc1 do in these assays?
Keap1 Nrf2 FP: -3; Cardiac RTF inh: 0; cardiac RTF act: -4; DSG3 Ab inh: 104; MOR-DOR inv ag: 18; LANA DNA inh: -0.3; Arrestin-AP2 inh: -1; V-ATPase pH: 3; MOR-DOR ag: -3.1

How did CCC1(C)NC(=O)N(CC(=O)NCC(=O)Nc2c(C)cc(C)cc2C)C1=O (stereo not drawn) do in these assays?
Keap1 Nrf2 FP: -4; Cardiac RTF inh: -3; cardiac RTF act: -1; Wnt bcat act: -1; DSG3 Ab inh: 89; MOR-DOR inv ag: 5; LANA DNA inh: 3.0; Arrestin-AP2 inh: -1; V-ATPase pH: -2; MOR-DOR ag: -1.2

Results for COc1ccc(C(N)CCc2ccc(C)o2)cc1 (stereo not drawn) ?
Keap1 Nrf2 FP: -3; Cardiac RTF inh: -1; cardiac RTF act: 0; DSG3 Ab inh: 120; MOR-DOR inv ag: 17; LANA DNA inh: 3.3; Arrestin-AP2 inh: -2; V-ATPase pH: -31; MOR-DOR ag: -4.0

What do the screens show for `CC(C)N1CCc2c(sc(NC(=O)CCS(=O)(=O)c3ccccc3)c2C(N)=O)C1`?
Keap1 Nrf2 FP: -7; Cardiac RTF inh: -6; cardiac RTF act: 7; Wnt bcat act: 3; DSG3 Ab inh: 107; MOR-DOR inv ag: 16; LANA DNA inh: -0.4; Arrestin-AP2 inh: -10; V-ATPase pH: 4; MOR-DOR ag: -4.9

Results for CCN(CC)C(=O)Cn1cc(S(=O)(=O)CC(=O)Nc2ccccc2C)c2ccccc21 ?
Keap1 Nrf2 FP: 2; Cardiac RTF inh: -7; cardiac RTF act: -3; Wnt bcat act: 1; MOR-DOR inv ag: -9; LANA DNA inh: 0.7; Arrestin-AP2 inh: -2; V-ATPase pH: 4; MOR-DOR ag: 1.8

How did O=S(=O)(NCc1cn2ccccc2n1)c1ccccc1F do in these assays?
Keap1 Nrf2 FP: -6; Cardiac RTF inh: -15; cardiac RTF act: 2; Wnt bcat act: 1; DSG3 Ab inh: 93; MOR-DOR inv ag: 4; LANA DNA inh: 0.4; Arrestin-AP2 inh: -3; V-ATPase pH: 1; MOR-DOR ag: -0.8

What do the screens show for `Cc1ccc(-n2ncc3c2CCCC3NC(=O)CCn2ccnc2C)cc1C` (stereo not drawn)?
Keap1 Nrf2 FP: -1; Cardiac RTF inh: 0; cardiac RTF act: 3; Wnt bcat act: -3; DSG3 Ab inh: 110; MOR-DOR inv ag: 16; LANA DNA inh: 0.2; Arrestin-AP2 inh: -10; V-ATPase pH: -1; MOR-DOR ag: -3.1

What do the screens show for `COC(=O)[C@H](Cc1ccccc1)NC(=O)NCc1ccccc1`?
Keap1 Nrf2 FP: -6; Cardiac RTF inh: -10; cardiac RTF act: 5; Wnt bcat act: -1; DSG3 Ab inh: 97; MOR-DOR inv ag: 1; LANA DNA inh: 1.3; Arrestin-AP2 inh: 22; V-ATPase pH: 5; MOR-DOR ag: -0.2

Fetched by compound from above:
Results for CCN(CC)C(=O)Cn1cc(S(=O)(=O)CC(=O)Nc2ccccc2C)c2ccccc21 ?
Keap1 Nrf2 FP: 2; Cardiac RTF inh: -7; cardiac RTF act: -3; Wnt bcat act: 1; MOR-DOR inv ag: -9; LANA DNA inh: 0.7; Arrestin-AP2 inh: -2; V-ATPase pH: 4; MOR-DOR ag: 1.8

What do the screens show for `CC(C)N1CCc2c(sc(NC(=O)CCS(=O)(=O)c3ccccc3)c2C(N)=O)C1`?
Keap1 Nrf2 FP: -7; Cardiac RTF inh: -6; cardiac RTF act: 7; Wnt bcat act: 3; DSG3 Ab inh: 107; MOR-DOR inv ag: 16; LANA DNA inh: -0.4; Arrestin-AP2 inh: -10; V-ATPase pH: 4; MOR-DOR ag: -4.9

Next section
How did COc1ccc(-c2c(NC(=O)c3ccco3)oc3ccc(Cl)cc3c2=O)cc1 do in these assays?
Keap1 Nrf2 FP: -7; Cardiac RTF inh: 1; cardiac RTF act: 2; Wnt bcat act: 0; DSG3 Ab inh: 101; MOR-DOR inv ag: 9; LANA DNA inh: 1.0; Arrestin-AP2 inh: -1; V-ATPase pH: 3; MOR-DOR ag: -1.7

Results for CC(C)C(NS(=O)(=O)c1cccc2nsnc12)C(=O)NC1CCCCC1 (stereo not drawn) ?
Keap1 Nrf2 FP: 0; Cardiac RTF inh: -8; cardiac RTF act: -7; Wnt bcat act: 0; DSG3 Ab inh: 98; MOR-DOR inv ag: 15; LANA DNA inh: -0.5; Arrestin-AP2 inh: -13; V-ATPase pH: 2; MOR-DOR ag: -2.9

What do the screens show for `Cc1ccc(NC(=O)c2ccc(Cl)c(S(=O)(=O)NCC3CCCO3)c2)c(O)c1` (stereo not drawn)?
Keap1 Nrf2 FP: -8; Cardiac RTF inh: 5; cardiac RTF act: 3; Wnt bcat act: 2; DSG3 Ab inh: 102; MOR-DOR inv ag: 12; LANA DNA inh: -4.7; Arrestin-AP2 inh: 6; V-ATPase pH: 1; MOR-DOR ag: -2.2

How did Cc1ccc(N(Cc2cc3ccc(C)cc3[nH]c2=O)C(=O)c2ccco2)cc1 do in these assays?
Keap1 Nrf2 FP: -8; Cardiac RTF inh: 7; cardiac RTF act: -3; Wnt bcat act: 2; DSG3 Ab inh: 95; MOR-DOR inv ag: 21; LANA DNA inh: -0.9; Arrestin-AP2 inh: 11; V-ATPase pH: -1; MOR-DOR ag: -4.0

What do the screens show for `CCC(C)Sc1cccc(-c2nc3ccccn3c2NCc2ccccc2)c1` (stereo not drawn)?
Keap1 Nrf2 FP: -3; Cardiac RTF inh: 0; cardiac RTF act: 2; Wnt bcat act: 7; DSG3 Ab inh: 103; MOR-DOR inv ag: -49; LANA DNA inh: -6.1; Arrestin-AP2 inh: 35; V-ATPase pH: -6; MOR-DOR ag: 8.5

Results for CCc1ccc(NS(=O)(=O)c2cccs2)cc1 ?
Keap1 Nrf2 FP: 0; Cardiac RTF inh: -9; cardiac RTF act: 5; Wnt bcat act: 5; DSG3 Ab inh: 111; MOR-DOR inv ag: 9; LANA DNA inh: 0.2; Arrestin-AP2 inh: 37; V-ATPase pH: 2; MOR-DOR ag: -1.5
